# ssDAF-12 act: activates DAF-12 receptor from parasite S. stercoralis. actives 1% (n = 370,000). activation, % at 6.8 µM. HEK293 ssDAF-12/GRIP1 lit1-tk-luc reporter, luminescence; % of 3 µM dafachronic acid response;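 active means activation above the mean over all tested compounds plus 3 SD, cut at about 0.9% in these data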;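 further: 0% = DMSO-only wells and 100% = 3 µM delta7-dafachronic acid wells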
# NPR1 activator: GC-A (human) enzyme activation. actives 0.14% (n = 370,000). P16066. activation, % at 10 µM. HEK293 GC-A cells, cGMP TR-FRET, EC30 ANP; 0% at EC30 ANP, 100% saturating ANP. AID 1671463; in the data active means activation above about 40%
# HGIII-sPLA2 inh: Inhibits HGIII-sPLA2 liposome hydrolysis, primary screen | actives 0.56% (n = 370,000) | AID 743126 | Q9NZ20 | QFRET BODIPY PC-A2 liposome hydrolysis, fluorescence | inhibition, % at 12.2 µM;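 active means inhibition above mean plus 3 SD of compounds lying within the high and low control bounds, cut at about 19% in these data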;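 further: 0% = median of test compound wells and 100% = no enzyme DMSO wells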
# Target sequence (Q9NZ20 whole entry, looked up): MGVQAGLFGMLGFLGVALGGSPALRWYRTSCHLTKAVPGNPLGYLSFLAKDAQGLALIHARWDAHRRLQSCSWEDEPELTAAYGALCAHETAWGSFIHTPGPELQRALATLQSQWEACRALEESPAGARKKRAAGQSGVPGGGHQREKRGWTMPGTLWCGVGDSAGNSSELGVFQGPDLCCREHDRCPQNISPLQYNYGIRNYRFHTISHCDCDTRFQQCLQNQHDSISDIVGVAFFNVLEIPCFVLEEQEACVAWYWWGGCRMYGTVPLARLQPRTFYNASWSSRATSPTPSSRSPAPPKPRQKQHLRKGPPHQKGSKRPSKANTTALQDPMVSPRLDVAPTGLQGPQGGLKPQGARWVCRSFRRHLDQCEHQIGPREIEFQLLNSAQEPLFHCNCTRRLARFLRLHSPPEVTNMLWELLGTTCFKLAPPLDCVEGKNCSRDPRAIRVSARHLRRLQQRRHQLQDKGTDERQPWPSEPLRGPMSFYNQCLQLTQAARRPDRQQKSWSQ
# DAX1 inh-1: NR0B1 (DAX1) inhibition | P51843 | HEK293 Gal4-DAX1 luciferase reporter, luminescence | inhibition, % at 6.75 µM | actives 0.99% (n = 340,000) | AID 504766;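 active means inhibition above the mean over all tested compounds plus 3 SD, cut at about 4.2% in these data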;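 further: 0% = DAX1-transfected cells with DMSO and 100% = empty-vector control cells with DMSO; inhibition shows as a rise in luminescence from relieved DAX1 repression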
# Target sequence (P51843 207-470 limits assumed): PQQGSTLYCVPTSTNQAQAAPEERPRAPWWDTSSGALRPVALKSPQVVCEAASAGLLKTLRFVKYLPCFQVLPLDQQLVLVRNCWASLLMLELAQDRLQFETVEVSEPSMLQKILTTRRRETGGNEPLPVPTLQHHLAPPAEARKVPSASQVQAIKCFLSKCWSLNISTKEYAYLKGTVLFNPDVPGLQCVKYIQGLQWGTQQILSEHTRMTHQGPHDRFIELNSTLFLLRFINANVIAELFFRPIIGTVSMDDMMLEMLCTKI
# DAX1 inh-2: inhibitors of DAX1 repression of SF-1 activated StAR promoter. inhibition, % at 6.8 µM. actives 1.1% (n = 370,000). HEK293T StAR-luciferase reporter, SF-1/DAX-1 repression relief. AID 652010;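 active means inhibition above the mean over all tested compounds plus 3 SD, cut at about 3.6% in these data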;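 further: 0% = DAX-1 cells with DMSO and 100% = cells lacking DAX-1 with DMSO; higher inhibition means more luminescence from relief of DAX-1 repression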
# hcDAF-12 act: activators of H. contortus DAF-12 nuclear receptor; HEK293 hcDAF-12 lit1-tk-luc reporter, luminescence; 0% DMSO, 100% Δ7-dafachronic acid; activation, % at 6.8 µM; actives 1.4% (n = 370,000);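 active means activation above the mean of all tested compounds plus 3 SD, cut at about 5.5% in these data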;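 further: 100% = response to 3 µM Δ7-dafachronic acid high control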
# GC-B act: GC-B (human) receptor activation. actives 0.11% (n = 370,000). activation, % at 10 µM. P20594. HEK293-GC-B cells, CNP EC30, cGMP TR-FRET; 0% at EC30 CNP, 100% saturating CNP;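 active means activation at 10 µM reaching about 35% in either raw or pattern-adjusted values, limit read from the data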
# SMARCA2 activ: activators of SMARCA2 function | AID 652017 | actives 1% (n = 370,000) | MG213 cells, MMTV-luciferase reporter, dexamethasone, overnight | activation, % at 9.1 µM; in the data active means activation above about 7.8%;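 further: 0% = vehicle wells and 100% = reference activator wells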
# FXN GAA850 act: activators of GAA850 frataxin (FXN) promoter | actives 0.56% (n = 360,000) | HEK293 lucGAA850 FXN promoter luciferase reporter, 24 h; percent of 10 µM SAHA response | AID 540364 | activation, % at 6 µM;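 active means activation above the average of all compounds screened plus 3 SD, cutoff fixed separately per campaign, cut at about 7.5% in these data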;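 further: 0% = DMSO wells and 100% = 10 µM SAHA wells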
# KLK7 zymogen act: activators of human kallikrein-7 zymogen; P49862; purified proKLK7, EDANS-DABCYL substrate fluorescence; 100% is mature enzyme control, 0% vehicle; activation, % at 7 µM; actives 0.9% (n = 370,000);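 active means activation above the mean of all tested compounds plus 3 SD, computed per campaign excluding outliers beyond control limits, cut at about 13% in these data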
# Target sequence (P49862 whole entry, looked up): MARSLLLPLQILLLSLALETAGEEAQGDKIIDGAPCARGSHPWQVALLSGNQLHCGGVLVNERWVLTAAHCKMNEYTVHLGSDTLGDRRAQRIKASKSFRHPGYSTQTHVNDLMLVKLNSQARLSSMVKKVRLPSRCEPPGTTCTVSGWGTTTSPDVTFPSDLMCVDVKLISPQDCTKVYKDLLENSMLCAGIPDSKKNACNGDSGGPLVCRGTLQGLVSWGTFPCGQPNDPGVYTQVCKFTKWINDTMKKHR
# hgDAF-12 ag: activates the H. glycines DAF-12 receptor ligand-binding domain. HEK293 GAL4-hgDAF12 UAS-luciferase reporter, agonist luminescence; normalized to butyrate control. activation, % at 6.8 µM. actives 1.8% (n = 370,000);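 active means activation above a cutoff set at the mean of all screened compounds plus 3 SD, cut at about 10% in these data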;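 further: 0% = DMSO wells and 100% = sodium butyrate wells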
# Numbers without * were called inactive; · = no result given.
SMILES,ssDAF-12 act,NPR1 activator,HGIII-sPLA2 inh,DAX1 inh-1,DAX1 inh-2,hcDAF-12 act,GC-B act,SMARCA2 activ,FXN GAA850 act,KLK7 zymogen act,hgDAF-12 ag
C[C@@H]1CN([C@@H](C)CO)C(=O)c2cc(NS(=O)(=O)c3ccc(Cl)cc3)ccc2O[C@H]1CN(C)Cc1ccncc1,-1.5,0,-12,1.4,0.3,-0.2,2,1,1.5,1.4,-2.8
COc1ccc(CNC(=O)c2ccc(N3CCC4(CC3)CC(c3ccc(Cl)cc3)=NO4)c(NC(=O)c3ccccc3)c2)cc1,-1.3,2,9,-0.1,0.0,-0.2,0,-1,2.4,-0.6,1.4
CCOC(=O)c1cc(CO)cc(C(=O)OCC)c1,-0.3,6,7,-0.1,0.2,-1.4,-1,-3,2.5,0.1,-0.9
Brc1ccc(CSc2nnc(Cc3c[nH]c4ccccc34)o2)cc1,-0.5,2,-58,-0.3,0.5,3.7,-7,-3,-0.1,1.1,2.3
Fc1cccc(Cl)c1/C=N/n1c(-c2cccnc2)n[nH]c1=S,-1.9,-1,8,-0.4,-0.2,-2.5,-5,1,1.6,-0.5,-4.5
COc1cccc2c1OC[C@@H](CO)[C@H]2N(C)C(=O)Nc1ccc(Cl)cc1,-0.8,-1,-5,-1.0,-1.1,-1.9,-6,-4,-1.3,1.0,-0.3
COC(=O)C1=C(C)N(C)C(=NCc2ccccc2)NC1c1ccccc1C(F)(F)F (configuration not stated),-1.1,-4,10,·,1.1,-1.0,-11,-3,·,-0.1,-1.8
COCc1c(C(=O)OCC(=O)NCCc2ccc(S(N)(=O)=O)cc2)oc2ccccc12,-0.7,-2,4,0.5,-0.4,-0.1,1,0,1.2,-0.3,-2.4
CNC(=O)CC(CC(=O)c1ccccc1)c1ccccc1 (configuration not stated),-1.3,-1,10,1.0,0.1,-1.1,1,1,-0.1,-0.3,0.9
O=C(Nc1nc(-c2ccccn2)cs1)C1CC1,-0.3,7,3,-1.1,0.6,-0.2,1,3,2.2,-0.4,3.2
C[C@@H]1CN([C@H](C)CO)C(=O)CCCn2nncc2CO[C@H]1CN(C)C(=O)C1CCCCC1,-1.0,2,2,2.5,-0.8,0.8,0,1,-0.2,-0.4,0.9
COc1ccc(C(=O)C2CCN(C(=O)c3ccc(C)cc3)CC2)cc1,-1.5,4,-3,-2.2,-1.7,-3.4,-5,-4,-0.2,0.0,-4.0
O=C1NC[C@H](c2ccccc2)OC(=O)[C@H](Cc2ccc(F)cc2)CC/C=C/C[C@@H]1CC(=O)N(CCO)Cc1ccccc1,-1.4,2,-25,-1.9,-0.3,-2.4,-5,-1,-0.2,0.3,-2.8
CC(C)Cc1nnc(NC(=O)CCc2ccccc2)s1,-0.8,4,-4,2.0,0.2,1.0,3,-2,1.2,0.7,3.7
Cc1cc(=O)oc(C)c1C(=O)OCC(=O)c1ccccc1,-1.4,3,-7,0.3,-0.6,-1.0,-1,2,1.7,-0.6,1.9
COc1ccccc1NC(=O)CCNC(=O)c1ccc(C)cc1,-1.3,5,-2,0.2,-0.3,-1.6,2,-2,2.1,-1.0,1.0
O=C(C1CCC1)N1CCN(S(=O)(=O)c2cc(F)ccc2F)CC1,0.1,2,-3,1.6,-0.9,1.0,2,-1,-2.1,0.0,1.4
CCOC(=O)C1=C(C)N=c2s/c(=C\c3cc(OC)c(OC)c(OC)c3)c(=O)n2C1/C=C/c1ccccc1 (configuration not stated),-0.7,2,5,0.4,1.5,-1.0,3,1,-0.2,-1.3,-1.7
CC1(C)CC(=O)C=C(NC2CCCCCCC2)C1,-1.6,-1,6,-0.3,-0.1,-2.5,1,-2,3.4,0.3,-0.4
COc1ccc(C(=O)N2CCCCCC2)cc1OC1CCN(C(C)C)CC1,-1.5,1,8,0.5,-1.1,0.1,-4,2,2.4,0.4,1.4
O=C(c1cccs1)N(c1ccc(Br)cc1)C1C=CS(=O)(=O)C1 (configuration not stated),-1.3,-16,2,0.4,-0.9,-0.9,-21,-1,1.7,-0.1,1.8
COc1ccc(CNC(=O)CN(C(=O)CCC(=O)Nc2nccs2)c2ccccc2C)cc1,-1.2,-3,-7,-0.6,-0.1,-1.4,-6,-1,-0.8,0.1,-1.9
COc1ccc(C(C(=O)NC2CCCC2)n2c(-c3cccs3)nc3ccccc32)cc1 (configuration not stated),-0.9,-9,-6,·,-0.3,0.3,-11,-2,·,0.6,-2.5
Cc1ccnc(SCC(=O)N2CCN(c3cccc(Cl)c3)CC2)n1,-1.2,-4,-1,1.0,0.3,-1.0,-2,-4,2.2,-0.4,-3.4
CCC(Sc1nnc(C)s1)C(=O)Nc1nccs1 (configuration not stated),-0.6,1,9,-0.3,-0.6,-1.0,3,-2,-1.8,-0.7,-2.3

# Copied from the list.
# Under ssDAF-12 act, CC(C)Cc1nnc(NC(=O)CCc2ccccc2)s1 has the entry -0.8
# Under DAX1 inh-2, O=C(C1CCC1)N1CCN(S(=O)(=O)c2cc(F)ccc2F)CC1 has the entry -0.9

# The results go on:
SMILES,ssDAF-12 act,NPR1 activator,HGIII-sPLA2 inh,DAX1 inh-1,DAX1 inh-2,hcDAF-12 act,GC-B act,SMARCA2 activ,FXN GAA850 act,KLK7 zymogen act,hgDAF-12 ag
Cc1c2ccccc2nc2c(F)c(N(C)C)c(F)c(F)c12,-0.2,2,-9,-0.9,0.2,5.8*,-5,0,4.7,1.7,1.6
COc1ccc(Nc2oc(COc3ccc(OC)cc3)nc2C#N)cc1,-2.1,8,-8,-2.4,-1.9,-2.2,-8,-4,-2.9,0.4,-4.8
COC(=O)Nc1nnc(-c2ccc(OC)cc2)s1,0.1,-5,-6,2.8,1.1,1.2,-6,8.1*,3.4,-4.4,13*
COc1ccc(CCC(=O)Nc2cccc(S(=O)(=O)N3CCCC3)c2)cc1OC,-2.1,-3,-16,0.0,-2.5,-1.6,-2,-3,1.8,0.2,-2.6
CC1CN(C(C)C(=O)NNC(=O)c2ccc(F)cc2)CC(C)O1 (configuration not stated),-0.1,4,7,3.0,1.9,0.5,2,0,0.7,0.3,0.4
Cc1ncc([N+](=O)[O-])n1CC(=O)Nc1ccc(F)cc1F,-0.8,4,-2,0.9,0.1,0.7,0,1,1.1,-0.1,1.8
Cc1ccnc(NC(=O)CCC(=O)N(CC(=O)NC(C)(C)C)c2ccc3c(c2)OCCO3)c1,-0.7,-2,-2,-0.6,0.2,-1.7,-4,-2,-0.1,0.1,-2.2
CCCn1ccc(O)c(Cc2ccc(Cl)cc2)c1=O,-1.2,-1,1,2.8,-0.6,-2.5,4,-2,0.7,0.8,-2.7
CN1OC[C@@H]2CN3C(=O)N(c4ccccc4)c4ccccc4[C@@H]3C[C@@H]21,-1.6,-2,4,·,1.8,-2.2,-6,1,·,0.2,3.4
Cc1cc(-c2c(C)n([O-])c(C)c(C)[n+]2=O)ccc1F,-1.1,2,0,-0.3,0.2,0.5,0,0,2.2,-0.6,-0.4
CCN(CC(=O)NCc1ccc(Cl)cc1)C(=O)c1ccc(S(=O)(=O)N(C)C)cc1,-1.7,-2,2,0.8,0.6,0.0,4,-4,-0.3,0.4,-1.2
CSC1=N/C(=C\c2ccc(Br)o2)C(=O)S1,-0.7,14,2,0.9,0.6,-1.3,-2,1,-0.9,0.5,0.5
CCN(CC)C(=O)CC[C@@H]1CC[C@]2(CCCN(S(=O)(=O)C3CCCCC3)C2)O1,-1.1,0,12,·,-1.8,-3.2,-5,-3,·,-0.1,0.5
CC1CCCN(S(=O)(=O)c2cccc([N+](=O)[O-])c2)C1 (configuration not stated),-1.4,-2,11,0.7,-0.1,0.6,7,-3,1.3,-0.3,-0.8
O=C(CC(c1cccs1)S(=O)(=O)c1ccccc1)c1ccc(F)cc1 (configuration not stated),-1.1,3,0,1.5,0.3,-1.3,4,0,0.0,-0.3,0.5
CC(C)c1nnc(NC(=O)c2nc(S(=O)(=O)Cc3ccccc3)ncc2Cl)s1,-1.5,8,0,2.9,2.4,-1.7,0,-9,-8.6,0.4,1.3
COC(=O)C(C(=O)OC)[C@@H]1C=C[C@H](C[N+](=O)[O-])N(C(C)=O)C1,-0.9,2,3,-1.6,-0.8,0.0,0,2,0.0,-0.2,0.6
CS(=O)(=O)N1CCc2cc(C(=O)Nc3ccc(Br)cc3)ccc21,-1.0,-7,2,0.8,0.3,0.3,-5,2,3.0,0.0,-1.0
CC1CN(CCC(=O)Nc2ccccc2F)CC(C)O1 (configuration not stated),-0.5,-2,-1,-0.7,-0.1,-1.1,3,0,-0.6,-0.1,1.6
CCn1cc2nc(SCC(=O)Nc3ccc(F)cc3F)n(Cc3ccccc3)c(=O)c2n1,-1.4,3,-2,0.4,-2.0,-2.2,11,-1,1.1,-0.1,-1.7
Cc1ccc(-c2cc(C#N)c3n(c2=O)CCC3)cc1,-1.2,5,18,·,-0.4,-1.0,7,-1,·,0.8,-1.1
Cc1ccc(NC(=O)CSc2nc3[nH]ncc3c(=O)[nH]2)c(C)c1,-1.1,0,11,-1.6,-0.5,-3.0,-1,-2,3.2,-0.1,-0.2
O=C(c1ccc(CSc2ccc(Cl)cc2)cc1)N1CCOCC1,-1.8,6,-9,-1.7,-1.4,0.0,-2,-2,2.3,-0.5,2.0
CCOc1cc(C=O)ccc1OCCn1c([N+](=O)[O-])cnc1C,-0.9,0,4,-1.3,0.2,-1.1,1,-1,2.5,0.5,2.3
O=C(COc1ccc(-c2ccccc2)cc1)N/N=C/c1cccnc1,-1.1,0,-8,-0.4,-0.3,-2.5,-2,-2,1.6,0.1,-2.2

# Other results.
SMILES,ssDAF-12 act,NPR1 activator,HGIII-sPLA2 inh,DAX1 inh-1,DAX1 inh-2,hcDAF-12 act,GC-B act,SMARCA2 activ,FXN GAA850 act,KLK7 zymogen act,hgDAF-12 ag
Cc1cc(NCCCN(C)C)n2c(nc3ccccc32)c1C#N,-0.4,2,9,2.2,0.7,1.8,-3,0,0.4,72*,4.8
Cc1cc(Br)cn2c(Cc3ccccc3C(F)(F)F)c(-c3ccc(F)cc3)nc12,-0.3,-4,-17,·,-0.8,-0.4,-7,1,·,0.4,-1.1
CCCCNS(=O)(=O)c1cccc(NC(=O)[C@@H]2O[C@H](CO)[C@H](O)[C@H](O)[C@H]2O)c1,-0.3,-2,9,·,0.2,-1.3,1,-1,1.0,-0.6,-0.5
CC1CCCCN1C(=O)CCc1nnc(Cc2c[nH]c3ccccc23)o1 (configuration not stated),-0.5,0,-14,0.0,-0.2,1.0,-2,-1,1.1,-0.3,4.9
CCCCOC(=O)c1ccccc1N1C(=O)C2C3CCC(C3)C2C1=O (configuration not stated),-1.6,1,19,-2.5,0.4,-0.7,4,-4,-0.2,-0.3,-4.0
Cc1cc(CNC(=O)CC2C(=O)NCCN2Cc2ccc(-c3ccccc3)cc2)nn1C (configuration not stated),-1.5,2,-6,-1.5,-0.6,-1.4,-1,7,2.4,-0.2,-1.6
O=C(O)CCN1C(=O)/C(=C/c2cccc(OCc3ccc(F)cc3)c2)SC1=S,-2.0,2,-8,·,·,-2.0,-9,·,·,·,-3.1
O=C(O)c1ccc(C=NN=Cc2ccco2)cc1,-0.7,1,15,0.2,0.4,4.1,-1,-1,2.6,-0.7,5.3
COC(CCN(C)C)(c1ccccc1)c1ccccc1,-0.8,-11,-17,-0.9,-0.2,-2.6,-4,0,1.3,0.0,-0.9
